NSD2 inh – blocks human NSD2 histone methyltransferase activity; O96028; inhibition, % at 12.5 µM; NSD2-SET H3K36me1 DELFIA fluorescence, biochemical; 44,000 tested, 0.07% active; in the data active = inhibition above about 54%, passing the limit was not always enough; inconclusive = no clear call, values can overlap the other calls;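 note: inhibitors reduce the monomethyl H3K36 fluorescence signal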
Target sequence (O96028 whole entry, looked up): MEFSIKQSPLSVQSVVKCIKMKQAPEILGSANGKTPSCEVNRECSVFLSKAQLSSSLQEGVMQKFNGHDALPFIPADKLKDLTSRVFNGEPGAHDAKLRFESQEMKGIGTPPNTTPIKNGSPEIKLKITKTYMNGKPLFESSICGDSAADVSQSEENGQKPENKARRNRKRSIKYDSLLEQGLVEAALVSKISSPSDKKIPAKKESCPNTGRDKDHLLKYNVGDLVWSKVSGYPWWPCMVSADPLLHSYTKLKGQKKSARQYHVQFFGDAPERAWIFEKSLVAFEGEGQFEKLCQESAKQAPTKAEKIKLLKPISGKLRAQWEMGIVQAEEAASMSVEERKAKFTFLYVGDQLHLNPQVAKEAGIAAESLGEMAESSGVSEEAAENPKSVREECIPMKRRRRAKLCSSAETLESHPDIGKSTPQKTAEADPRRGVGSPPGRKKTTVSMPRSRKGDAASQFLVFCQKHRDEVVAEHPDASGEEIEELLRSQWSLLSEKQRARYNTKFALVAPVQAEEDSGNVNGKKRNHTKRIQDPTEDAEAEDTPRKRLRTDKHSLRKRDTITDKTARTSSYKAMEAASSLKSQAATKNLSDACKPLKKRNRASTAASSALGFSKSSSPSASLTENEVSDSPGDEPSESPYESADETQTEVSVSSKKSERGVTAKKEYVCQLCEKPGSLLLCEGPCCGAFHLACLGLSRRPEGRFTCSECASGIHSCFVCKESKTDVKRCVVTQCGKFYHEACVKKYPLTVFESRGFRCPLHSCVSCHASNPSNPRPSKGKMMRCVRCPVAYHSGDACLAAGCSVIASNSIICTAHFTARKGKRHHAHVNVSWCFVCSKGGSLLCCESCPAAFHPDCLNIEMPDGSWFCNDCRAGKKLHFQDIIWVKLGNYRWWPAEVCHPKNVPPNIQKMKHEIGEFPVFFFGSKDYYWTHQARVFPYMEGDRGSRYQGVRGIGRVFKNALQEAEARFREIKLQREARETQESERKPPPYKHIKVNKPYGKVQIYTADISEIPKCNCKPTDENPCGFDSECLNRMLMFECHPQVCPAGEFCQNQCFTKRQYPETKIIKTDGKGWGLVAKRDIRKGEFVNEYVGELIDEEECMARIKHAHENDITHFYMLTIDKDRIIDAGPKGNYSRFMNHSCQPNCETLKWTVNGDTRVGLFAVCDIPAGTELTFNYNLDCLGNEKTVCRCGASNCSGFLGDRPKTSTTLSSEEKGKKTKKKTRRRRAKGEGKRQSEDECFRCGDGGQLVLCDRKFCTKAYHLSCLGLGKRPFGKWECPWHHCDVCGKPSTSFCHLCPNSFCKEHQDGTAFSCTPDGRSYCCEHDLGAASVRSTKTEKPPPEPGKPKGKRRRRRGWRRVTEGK
* = called active by the depositor; ? = inconclusive. Some of the compounds tested; the hit share may differ from the screen's.

Molecule | NSD2 inh
C[C@H](CO)N1C[C@H](C)[C@H](CN(C)Cc2ccc(Cl)c(Cl)c2)Oc2ccc(NC(=O)Nc3cccc4ccccc34)cc2C1=O | -6.1
C[C@@H]1CN([C@@H](C)CO)C(=O)c2cc(C#Cc3cccc(F)c3)cnc2O[C@@H]1CN(C)C(=O)C1CCCCC1 | -2.6
COc1ccc(S(=O)(=O)N(C)C[C@@H]2OCCCC[C@H](C)Oc3ccc(NC(=O)c4ccccc4)cc3C(=O)N([C@@H](C)CO)C[C@H]2C)cc1 | 4.4
C[C@@H]1CN([C@@H](C)CO)C(=O)CCCn2cc(nn2)CO[C@@H]1CN(C)C(=O)Nc1ccc(C(C)(C)C)cc1 | 1.1
C[C@@H]1CN([C@@H](C)CO)C(=O)Cc2cc(NC(=O)Nc3ccccc3)ccc2O[C@@H]1CN(C)S(=O)(=O)c1ccc(Cl)cc1 | -0.8
CCCNC(=O)C[C@H]1C[C@@H]2c3cc(NS(C)(=O)=O)ccc3O[C@@H]2[C@@H](CO)O1 | 3.1
C/C=C/c1cnc2c(c1)C(=O)N([C@H](C)CO)C[C@H](C)[C@H](CN(C)C(=O)NCCC)O2 | -2.4
C[C@H](CO)N1C[C@H](C)[C@H](CN(C)Cc2cncnc2)Oc2cc(Br)ccc2S1(=O)=O | -0.4
NC(CSC(c1ccccc1)(c1ccccc1)c1ccccc1)C(=O)O (stereo not drawn) | -6.2
O=C(C[C@@H]1C[C@H]2c3cc(NC(=O)CC4CC4)ccc3O[C@H]2[C@H](CO)O1)NCc1ccncc1 | 2.5
C[C@@H]1CN([C@H](C)CO)S(=O)(=O)c2ccc(-c3cccc(F)c3)cc2O[C@H]1CN(C)C | 13.4
C[C@H]1CCCCO[C@H](CN(C)C(=O)C2CCCCC2)[C@@H](C)CN([C@@H](C)CO)C(=O)c2cc(NC(=O)C3CCCCC3)ccc2O1 | -8.4

Part of the list above, with values ahead of the structure.
NSD2 inh	smiles
1.1	C[C@@H]1CN([C@@H](C)CO)C(=O)CCCn2cc(nn2)CO[C@@H]1CN(C)C(=O)Nc1ccc(C(C)(C)C)cc1
13.4	C[C@@H]1CN([C@H](C)CO)S(=O)(=O)c2ccc(-c3cccc(F)c3)cc2O[C@H]1CN(C)C
3.1	CCCNC(=O)C[C@H]1C[C@@H]2c3cc(NS(C)(=O)=O)ccc3O[C@@H]2[C@@H](CO)O1
4.4	COc1ccc(S(=O)(=O)N(C)C[C@@H]2OCCCC[C@H](C)Oc3ccc(NC(=O)c4ccccc4)cc3C(=O)N([C@@H](C)CO)C[C@H]2C)cc1

Next section:
Molecule | NSD2 inh
C/C=C/c1cnc2c(c1)C(=O)N([C@@H](C)CO)C[C@H](C)[C@H](CN(C)Cc1ccccc1F)O2 | 11.2
C[C@H](CO)N1C[C@H](C)[C@H](CN(C)Cc2ccncc2)Oc2ccc(NC(=O)Cc3ccccc3)cc2C1=O | 2.3
C[C@H]1CN([C@@H](C)CO)C(=O)Cc2cc(NS(=O)(=O)c3ccc(F)cc3)ccc2O[C@H]1CN(C)C(=O)Nc1cccc2ccccc12 | -8.3
COc1ccc(S(=O)(=O)Nc2ccc3c(c2)C(=O)N([C@@H](C)CO)C[C@@H](C)[C@H](CN(C)S(=O)(=O)c2ccc(F)cc2)O3)cc1 | -6.1
O=C(Cc1ccccc1)N[C@H]1CC[C@@H](CC(=O)N2CCCCC2)O[C@H]1CO | 2.4
CCOC(=O)N(C)C[C@@H]1OCc2cnnn2CCCC(=O)N([C@@H](C)CO)C[C@@H]1C | -0.9
O=C(C[C@@H]1C[C@@H]2c3cc(NC(=O)Nc4ccc(C(F)(F)F)cc4)ccc3O[C@@H]2[C@@H](CO)O1)NCC1CC1 | 2.4
Cc1ccc(S(=O)(=O)N(C)C[C@@H]2Oc3ccc(NC(=O)Nc4ccc(F)cc4)cc3CC(=O)N([C@@H](C)CO)C[C@@H]2C)cc1 | -2.3
C[C@H](CO)N1C[C@H](C)[C@H](CN(C)Cc2ccc3c(c2)OCO3)Oc2c(NC(=O)Nc3ccccc3)cccc2C1=O | 0.8
C[C@H](CO)N1C[C@H](C)[C@@H](CN(C)Cc2ccc(Cl)c(Cl)c2)Oc2c(NC(=O)Nc3ccc(C(F)(F)F)cc3)cccc2C1=O | -2.1
C[C@@H]1CN([C@H](C)CO)C(=O)Cc2cc(NC(=O)Nc3ccc(F)cc3)ccc2O[C@@H]1CN(C)C(=O)Nc1ccc2c(c1)OCO2 | -0.1
C[C@@H]1CN([C@H](C)CO)C(=O)c2cc(NC(=O)Nc3ccc(F)cc3)ccc2O[C@H]1CN(C)C | 0.2

A second format for part of the listing above:
CCOC(=O)N(C)C[C@@H]1OCc2cnnn2CCCC(=O)N([C@@H](C)CO)C[C@@H]1C
  NSD2 inh = -0.9
Cc1ccc(S(=O)(=O)N(C)C[C@@H]2Oc3ccc(NC(=O)Nc4ccc(F)cc4)cc3CC(=O)N([C@@H](C)CO)C[C@@H]2C)cc1
  NSD2 inh = -2.3

More compounds follow:
Molecule | NSD2 inh
CCCN(C)C[C@H]1Oc2cc(C#CC3(O)CCCC3)ccc2S(=O)(=O)N([C@@H](C)CO)C[C@H]1C | -5.8
C[C@@H]1CN([C@H](C)CO)C(=O)CCCn2nncc2CO[C@H]1CN(C)C(=O)Nc1ccccc1C(F)(F)F | 0.1
COc1ccc(CN(C)C[C@H]2OCCCC[C@H](C)Oc3ccc(NC(=O)c4ccncc4)cc3C(=O)N([C@H](C)CO)C[C@@H]2C)cc1 | -14.3
C[C@H]1CN([C@@H](C)CO)C(=O)Cc2cc(NS(=O)(=O)c3ccccc3)ccc2O[C@H]1CN(C)C(=O)Nc1ccccc1 | 2.4
C[C@@H]1CN([C@@H](C)CO)C(=O)c2cccc(NS(=O)(=O)c3cccs3)c2O[C@H]1CN(C)Cc1ccc(C(=O)O)cc1 | -2.8
C[C@@H]1CCCCO[C@@H](CN(C)C(=O)Nc2ccc(C(F)(F)F)cc2)[C@H](C)CN([C@@H](C)CO)C(=O)c2cc(NS(=O)(=O)c3ccc(Cl)cc3)ccc2O1 | -2.8
C[C@H](CO)N1C[C@H](C)[C@@H](CN(C)CC2CC2)OCc2ccccc2-c2ccccc2C1=O | 2.2
C[C@H]1CN([C@@H](C)CO)S(=O)(=O)c2ccc(C#CC3CC3)cc2O[C@@H]1CN(C)Cc1ccccc1F | -3.8
Cc1ccc(S(=O)(=O)N(C)C[C@H]2Oc3ncc(Br)cc3C(=O)N([C@H](C)CO)C[C@@H]2C)cc1 | -2.4
C[C@H]1CN([C@@H](C)CO)C(=O)c2cccc(NS(=O)(=O)c3ccc(Cl)cc3)c2O[C@@H]1CN(C)C(=O)NC1CCCCC1 | 8.5
COCC(=O)N(C)C[C@H]1Oc2cc(C#CC3CC3)ccc2S(=O)(=O)N([C@H](C)CO)C[C@H]1C | -5.1
COc1ccc(NC(=O)N(C)C[C@H]2Oc3c(NC(=O)Nc4c(C)noc4C)cccc3C(=O)N([C@H](C)CO)C[C@@H]2C)cc1 | 7.7

Additional entries:
Molecule | NSD2 inh
CCCC#Cc1ccc2c(c1)O[C@@H](CN(C)C(=O)c1ccccc1)[C@@H](C)CN([C@H](C)CO)S2(=O)=O | ?
C[C@@H]1CCCCO[C@H](CN(C)C)[C@H](C)CN([C@H](C)CO)C(=O)c2cc(NS(=O)(=O)c3ccc(Cl)cc3)ccc2O1 | 2.7
Oc1ccccc1C1=Nc2ccccc2N=C(c2ccc(Cl)cc2)C1 | -2.4
OC(CCCN1CCCCC1)(c1ccccc1)c1ccccc1 | 2.9
CCCC#Cc1cnc2c(c1)C(=O)N([C@H](C)CO)C[C@@H](C)[C@@H](CN(C)C(=O)NC1CCCC1)O2 | 8.5
C[C@@H]1CN([C@@H](C)CO)C(=O)c2cc(NS(=O)(=O)c3ccccc3)ccc2O[C@@H](C)CCCCO[C@H]1CN(C)C | 1.7
C[C@@H]1CN([C@@H](C)CO)C(=O)c2cccc(NC(=O)C3CCOCC3)c2O[C@@H]1CN(C)Cc1ccc(C(=O)Nc2ccccc2N)cc1 | 4.1
CCCNC(=O)C[C@H]1C[C@H]2c3cc(NC(=O)Nc4ccccc4F)ccc3O[C@H]2[C@H](CO)O1 | -1.4
C[C@@H]1CN([C@@H](C)CO)C(=O)c2cc(/C=C/c3ccccc3)cnc2O[C@@H]1CN(C)S(=O)(=O)c1ccccc1F | 0.9
C[C@@H]1CCCCO[C@@H](CN(C)CC2CCCCC2)[C@H](C)CN([C@@H](C)CO)C(=O)c2cc(NC(=O)C3CCCCC3)ccc2O1 | 0.2
C[C@H]1CN([C@@H](C)CO)C(=O)c2cccc(NS(=O)(=O)c3cccs3)c2O[C@H]1CN(C)C(=O)Nc1ccc(F)cc1 | 4.8
C[C@H]1CN([C@@H](C)CO)C(=O)c2cc(-c3cccc(F)c3)cnc2O[C@H]1CN(C)Cc1cccnc1 | -1.7

(continued)
Molecule | NSD2 inh
C[C@H]1CN([C@@H](C)CO)C(=O)c2cc(NC(=O)Nc3ccccc3)ccc2O[C@H]1CN(C)Cc1ccccc1 | -2.8
CO/N=[N+](\[O-])N(C)CC(C)O (stereo not drawn) | 1.8
COc1ccc(C2CC(=O)c3ccccc3O2)cc1 (stereo not drawn) | -5.0
C[C@@H]1CN([C@H](C)CO)C(=O)Cc2cc(N(C)C)ccc2O[C@H]1CN(C)S(=O)(=O)c1cn(C)cn1 | 7.2
CC(C)NC(=O)N(C)C[C@H]1Oc2ncc(C#Cc3ccncc3)cc2C(=O)N([C@@H](C)CO)C[C@H]1C | -1.6
C[C@H]1CN([C@@H](C)CO)C(=O)c2cc(C#CCN(C)C)cnc2O[C@@H]1CN(C)Cc1ccncc1 | 5.6
Cc1noc(C)c1S(=O)(=O)Nc1ccc2c(c1)C(=O)N([C@@H](C)CO)C[C@@H](C)[C@H](CN(C)C(=O)NC(C)C)O2 | -1.4
C[C@@H]1CN([C@@H](C)CO)C(=O)c2cc(NC(=O)CCCCCC(=O)Nc3ccccc3N)ccc2O[C@H]1CN(C)S(=O)(=O)c1ccccc1 | -2.3
C[C@@H]1CN([C@H](C)CO)C(=O)c2cc(C#CC(C)(C)O)cnc2O[C@H]1CN(C)Cc1cccc(C(=O)O)c1 | -24.3
C[C@H](CO)N1C[C@H](C)[C@@H](CN(C)C(=O)Cc2ccccc2)OCCCC[C@H](C)Oc2ccc(NS(=O)(=O)c3ccc(F)cc3)cc2C1=O | -0.2
Cc1ccc(S(=O)(=O)Nc2ccc3c(c2)C(=O)N([C@H](C)CO)C[C@@H](C)[C@H](CN(C)C(=O)Nc2ccc4c(c2)OCO4)O3)cc1 | 1.9
O=C(C[C@H]1C[C@@H]2c3cc(NC(=O)c4ccc5c(c4)OCO5)ccc3O[C@@H]2[C@@H](CO)O1)NCCN1CCCCC1 | -1.3

New compounds follow
Molecule | NSD2 inh
C[C@@H]1CN([C@@H](C)CO)C(=O)Cc2cc(NS(=O)(=O)c3ccc(F)cc3)ccc2O[C@@H]1CN(C)S(=O)(=O)c1cccs1 | -1.7
Cc1noc(C)c1NC(=O)N(C)C[C@H]1Oc2ccc(NC(=O)CCN3CCOCC3)cc2C(=O)N([C@H](C)CO)C[C@@H]1C | -3.1
C[C@H]1CN([C@@H](C)CO)S(=O)(=O)c2ccc(C#CC3CC3)cc2O[C@H]1CN(C)C(=O)CC1CC1 | -7.3
CNC[C@H]1Oc2ccc(NS(=O)(=O)c3cn(C)cn3)cc2CC(=O)N([C@H](C)CO)C[C@@H]1C | -0.2
C[C@H](CO)N1C[C@H](C)[C@@H](CN(C)Cc2ccc(C(=O)Nc3ccccc3N)cc2)Oc2ccc(NS(=O)(=O)c3ccc(Cl)cc3)cc2C1=O | -2.3
CCCNC(=O)C[C@@H]1C[C@H]2c3cc(NC(=O)Nc4ccccc4F)ccc3O[C@H]2[C@H](CO)O1 | -1.3
CC(C)NC(=O)Nc1ccc2c(c1)CC(=O)N([C@@H](C)CO)C[C@@H](C)[C@@H](CN(C)Cc1ccc(C(=O)O)cc1)O2 | 9.2
CCCNC(=O)N(C)C[C@@H]1Oc2cc(C#C[C@@H](C)O)ccc2S(=O)(=O)N([C@@H](C)CO)C[C@H]1C | 1.8
C[C@@H]1CN([C@@H](C)CO)C(=O)Cc2cc(NC(=O)c3ccncc3)ccc2O[C@H]1CN(C)C(=O)Nc1ccc2c(c1)OCO2 | 12.3
Cc1cc(C(=O)Nc2cccc3c2O[C@@H](CN(C)C(=O)Nc2ccc4c(c2)OCO4)[C@@H](C)CN([C@H](C)CO)C3=O)n(C)n1 | 4.1
CCCNC(=O)N(C)C[C@H]1Oc2ncc(C#CCc3ccccc3)cc2C(=O)N([C@H](C)CO)C[C@H]1C | -5.4
C[C@@H]1CN([C@@H](C)CO)C(=O)c2cc(C#CCN(C)C)cnc2O[C@@H]1CN(C)Cc1ccccn1 | 1.9

Other entries follow.
Molecule | NSD2 inh
C[C@@H]1CCCCO[C@@H](CN(C)Cc2ccncc2)[C@H](C)CN([C@H](C)CO)C(=O)c2cc(NC(=O)CCCN(C)C)ccc2O1 | 11.5
C/C=C/c1cnc2c(c1)C(=O)N([C@H](C)CO)C[C@H](C)[C@@H](CN(C)C(=O)C1CCOCC1)O2 | 3.1
C[C@@H]1CN([C@@H](C)CO)C(=O)c2cc(C3=CCCC3)cnc2O[C@@H]1CN(C)Cc1ccccc1 | 0.1
CCCN(C)C[C@H]1Oc2ncc(C#CCOC)cc2C(=O)N([C@H](C)CO)C[C@H]1C | 7.0
C[C@H]1CN([C@@H](C)CO)C(=O)c2cc(NC(=O)CCC(F)(F)F)ccc2O[C@@H]1CN(C)Cc1ccc(C(=O)Nc2ccccc2N)cc1 | -1.1
CC(C)NC(=O)N(C)C[C@H]1Oc2cc(C#CCN(C)C)ccc2S(=O)(=O)N([C@H](C)CO)C[C@@H]1C | 3.0
C[C@H](NC(=O)C[C@@H]1C[C@@H]2c3cc(NC(=O)CC4CC4)ccc3O[C@@H]2[C@@H](CO)O1)c1ccccc1 | 3.8
C[C@@H]1CN([C@@H](C)CO)C(=O)c2cc(C#CCN(C)C)cnc2O[C@@H]1CN(C)S(C)(=O)=O | -2.2

Assay outcomes deposited in PubChem by Broad Institute.
